Screening results (PubChem BioAssay)
RGS4 inhibitor = blocks human RGS4-accelerated GTP hydrolysis; P49798; Transcreener GDP fluorescence polarization, RGS4-accelerated GTP hydrolysis; Potency, µM (top dose mostly 114 µM), for inactives: at the top dose activity change, negative = inhibition, hits mostly inhibitors; hit rate 0.039% among 390,000; further: potency means the concentration at half of the fitted maximal effect; on the % scale 0 is the no-effect control and ±100 the full control effect; nearly all actives have a fitted effect of over 75% in size; some results filed as inactive show a strong effect at the top dose
Target sequence (P49798 whole entry, looked up): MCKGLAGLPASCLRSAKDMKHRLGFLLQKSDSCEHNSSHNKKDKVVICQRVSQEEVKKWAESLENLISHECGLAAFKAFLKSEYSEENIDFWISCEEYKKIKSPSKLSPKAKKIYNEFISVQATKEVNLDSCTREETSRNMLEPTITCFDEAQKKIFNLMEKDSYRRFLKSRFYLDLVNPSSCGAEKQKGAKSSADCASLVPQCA
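MLSMR compounds (23 nl, pin-transferred) preincubated 10 min at room temperature with a 500nM (2x) first reagent, then RGS4 at 900nM (2x) plus Transcreener GDP mix added; fluorescence polarization (620/688 nm) read before and after 90 min at 30 °C.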
TrxR1 substrate = substrates of rat thioredoxin reductase 1; hit rate 0.01% among 390,000; purified TrxR1 substrate turnover, NADPH consumption readout; Potency, µM (titrated, usually from 114 µM), for the others: top-dose activity change, negative = substrate turnover; O89049; further: potency means the concentration at half of the fitted maximal effect; on the % scale 0 is the no-effect control and ±100 the full control effect; nearly all actives have a fitted effect of over 50% in size
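Rat TrxR1, dispensed at 90 nM, was prereduced with 400 uM NADPH (final) for 5 min at ~22 deg C, then incubated with compound 15 min before 400 uM selenite. A first-read NADPH fluorescence drop versus no-compound background flagged substrates.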
USP1 inh = blocks the human USP1/UAF1 deubiquitinase complex | AID 743255 | Potency, µM (highest dose often 57.1 µM), inactives show at the top dose activity change, negative = inhibition, usual class: inhibitors | recombinant USP1/UAF1, Ub-Rhodamine cleavage fluorescence | hit rate 0.23% among 390,000; further: potency means the concentration at half of the fitted maximal effect; on the % scale 0 is the no-effect control and ±100 the full control effect; nearly all actives have a fitted effect of over 60% in size; inactives centre near -12
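In this screen, compounds sit with the deubiquitinase complex (1nM) for 15 min at room temperature before Ub-Rho is added at 150nM final. Fluorescence rise is then followed for 6 reads every 60 seconds.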
rTrxR1 inhibitor = blocks rat thioredoxin reductase 1 | O89049 | recombinant rTrxR1, NADPH fluorescence consumption, selenite substrate | Potency, µM (titrated, usually from 114 µM), for inactives: at the top dose activity change, negative = inhibition, most hits filed as inhibitors | hit rate 1% among 390,000; further: potency means the concentration at half of the fitted maximal effect; on the % scale 0 is the no-effect control and ±100 the full control effect; nearly all actives have a fitted effect of over 65% in size
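Rat TrxR1 (90 nM in the dispensed reagent) was pre-reduced with 400 uM NADPH for 5 min at room temperature, then incubated with compound for 15 min. After 400 uM selenite was added, NADPH fluorescence (Ex 340/Em 450 nm) was followed for 8 min.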
GRP78 ERSR act = ER stress response induction in glioma. U87-MG GRP78 promoter luciferase reporter, 16 h. Potency, µM, for inactives: at the top dose activation, hits mostly activators. hit rate 0.02% among 420,000. AID 602332; further: potency means the concentration at half of the fitted maximal effect; series mostly up to about 76 µM; % of control where 0% means no effect; nearly all actives have a fitted effect of over 35% in size
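Stably transfected U87-MG human glioma cells carrying a GRP78-based luminescent sensor were seeded at 1000 cells/well, pin-dosed with compounds and incubated 16 h. Luciferase reagent was then added, and end-point luminescence was read after 10 min at room temperature.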
mIDH1 inhibitor = blocks human mutant IDH1 R132H enzyme; O75874; IDH1-R132H enzyme, NADPH consumption, diaphorase/resazurin fluorescence; Potency, µM (doses to about 76.6 µM), for the others: at the highest dose activity change, negative = inhibition, most hits filed as inhibitors; hit rate 0.093% among 390,000; AID 602179; further: potency means the concentration at half of the fitted maximal effect; on the % scale 0 is the no-effect control and ±100 the full control effect; nearly all actives have a fitted effect of over 65% in size
Target sequence (O75874 whole entry R132H, stated change not applied): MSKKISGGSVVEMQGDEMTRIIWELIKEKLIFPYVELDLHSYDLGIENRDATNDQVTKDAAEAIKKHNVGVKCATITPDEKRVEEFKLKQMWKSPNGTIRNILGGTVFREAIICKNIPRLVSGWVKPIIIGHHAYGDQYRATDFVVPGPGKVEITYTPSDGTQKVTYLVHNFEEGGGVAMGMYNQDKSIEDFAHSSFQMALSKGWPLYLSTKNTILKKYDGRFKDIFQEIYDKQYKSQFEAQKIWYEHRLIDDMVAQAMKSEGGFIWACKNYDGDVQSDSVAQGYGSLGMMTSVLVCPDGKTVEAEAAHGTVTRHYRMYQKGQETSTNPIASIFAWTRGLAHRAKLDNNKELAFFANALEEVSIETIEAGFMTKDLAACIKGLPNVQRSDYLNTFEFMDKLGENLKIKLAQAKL
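IDH1-R132H (0.5 ug/mL dispensed) in pH 7.5 Tris buffer was preincubated 30 min with compound, then given a substrate mix of 0.016 mM NADPH and 2 mM alpha-KG for 80 min at room temperature; remaining NADPH was read by diaphorase/resazurin fluorescence.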
Vif-A3G inh = blocks the Vif interaction with human APOBEC3G; Q9HC16; HeLa A3G-eYFP + Vif (tagged APOBEC3G with the HIV-1 protein that degrades it), YFP fluorescence, overnight; Potency, µM (highest dose often 46.1 µM), inactives show at the top dose activity, negative = active, most hits filed as inhibitors; hit rate 0.076% among 410,000; AID 602310;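 further: potency means the concentration at half of the fitted maximal effect; on the % scale 0 is the no-effect control and ±100 the full control effect; nearly all actives have a fitted effect of over 60% in size; hits raise eYFP signal because A3G escapes Vif-driven loss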
Target sequence (Q9HC16 whole entry, looked up): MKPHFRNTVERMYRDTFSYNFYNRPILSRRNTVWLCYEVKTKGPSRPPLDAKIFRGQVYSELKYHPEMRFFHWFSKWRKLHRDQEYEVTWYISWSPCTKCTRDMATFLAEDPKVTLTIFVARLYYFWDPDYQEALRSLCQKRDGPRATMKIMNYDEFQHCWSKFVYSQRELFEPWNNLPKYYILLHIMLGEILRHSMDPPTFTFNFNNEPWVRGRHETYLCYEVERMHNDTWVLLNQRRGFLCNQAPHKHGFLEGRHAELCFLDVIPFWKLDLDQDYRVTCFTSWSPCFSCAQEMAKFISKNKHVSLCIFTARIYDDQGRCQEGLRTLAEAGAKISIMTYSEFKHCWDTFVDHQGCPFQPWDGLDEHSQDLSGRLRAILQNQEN
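HeLa cells stably expressing Vif and C-terminally eYFP-tagged A3G, seeded overnight at 37 deg C, then exposed to compound by pintool overnight at 37 deg C. Rise in yellow fluorescence (Ex 488/Em 500-530, Acumen) marks blocked Vif-driven A3G degradation.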
LDHA block = inhibitors of human lactate dehydrogenase A; P00338; purified LDHA, NADH/diaphorase-resazurin fluorescence; hits give low values; activity change, % (values are at about 110 or 230 µM); hit rate 0.15% among 480,000; in the data active means activity change below about -30%; inconclusive means mostly about -25% to -30%;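 further: plate controls were DMSO wells for no effect and wells without enzyme for full effect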
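Remaining NADH was detected by diaphorase (0.133 mg/mL) converting 37 µM resazurin to fluorescent resorufin, read at 0 and 20 minutes. The preceding 5-minute room-temperature reaction used 2 nM LDHA, 0.2 mM sodium pyruvate and 0.06 mM NADH at pH 7.4.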
Vif-APOBEC3F blk = blocks the Vif interaction with APOBEC3F. HeLa A3F-eYFP + Vif (tagged APOBEC3F with the HIV-1 protein that degrades it), YFP fluorescence increase. Potency, µM (highest dose often 46.1 µM), for inactives: at the top dose activity, negative = active. hit rate 0.2% among 390,000. AID 602313; further: potency means the concentration at half of the fitted maximal effect; % of control where 0% means no effect; nearly all actives have a fitted effect of over 65% in size
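HeLa cells stably expressing Vif plus C-terminally eYFP-tagged A3F were seeded, incubated overnight at 37 deg C, dosed with compound, incubated overnight again at 37 deg C. Yellow fluorescence (Ex 488/Em 500-530) reported blocked Vif-mediated A3F-eYFP degradation.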
* marks the source's active call; other numbers are inactive results; u = inconclusive; x = not tested or not shown; & = joins results of further samples; [ ] = another dose, or the depositor's remark. Unless noted, the call rests on the fitted dose curve; in most records, active means well fitted curve in the direction sought with a large enough effect; inconclusive means small, poorly fitted or top-dose-only effect, or another doubt; inactive means no such curve, though single readings can be large; an effect the other way counts as inactive or inconclusive.

SMILES	RGS4 inhibitor	TrxR1 substrate	USP1 inh	rTrxR1 inhibitor	GRP78 ERSR act	mIDH1 inhibitor	Vif-A3G inh	LDHA block	Vif-APOBEC3F blk
CCN(CC)CCN1C(=O)C(=O)/C(=C(/O)c2ccc(S(=O)(=O)N3CCOCC3)cc2)C1c1ccc(C(C)C)cc1 (stereo not given)	-30%	-5%[0.0914 µM]	-16%	15%	-2%	8%	2%	-3	-1%
N#Cc1ccccc1S(=O)(=O)N1CCN(CC(=O)Nc2ccccc2C(=O)NC2CC2)CC1	7%	-3%	0%	12%	1%	-9%	0%	-2	1%
CN(C(=O)c1ccc(COc2ccccc2Br)o1)c1ccccc1	21%[11.4 µM]	-2%	-15%	4%	3%	-6%	-6%	0	-4%
CCOc1cc(-c2nnc(NC(=O)C3=COCCO3)o2)cc(OCC)c1OCC	-13%	-3%	-20%	5%	1%	9%	1%	7	-12%
CCC(C)NC(=O)CSc1nc2c(sc3ccccc32)c(=O)n1CCc1ccccc1 (stereo not given)	-28%	2%[57.1 µM]	-21%	16%[57.1 µM]	0%	10%	3%	-1	-4%
Cc1ccc(OC(=O)CCC(=O)Oc2ccc(C)cc2C)c(C)c1	-5%	-4%	-2%	16%	-4%	7%	3%	-4	5%
CC(C)(C)NCC(=O)N/N=C/c1ccc(OCc2ccccc2)cc1	-6%	9%[57.1 µM]	-18%	36%[57.1 µM]	-1%	-1%	1%	-2	4%
O=C(c1cn(-c2ccccc2)nc1-c1ccccc1)N1CCN(c2ccccn2)CC1	-4%[56.9 µM]	-2%	-9%	4%	8%	5%	-25%	-3	0%
CCCN1CCC(=O)N(CCOc2ccccc2)CC1	-19%	1%&2%	-27%	-2%&16%	1%&-1%	-8%	1%&1%	-6	-1%
C[C@H]1CCC(=O)N(CCSc2ccc(Br)cc2)CC1	-4%	2%&-2%	-16%	14%&24%	-2%&3%	6%	0%&-1%	2	5%
Cc1nc(N2CCOCC2)nc(OCCN2CCOCC2)c1[N+](=O)[O-]	-14%	-6%	-15%	0%	-2%	-13%	-18%	-6	-10%
COc1ccc(S(=O)(=O)N2CCOC2CNC(=O)C(=O)NCCN(C)C)cc1 (stereo not given)	5%	6%	-18%	16%	-2%	0%	-6%	1	2%
O=C(O)CC(c1cccc(Cl)c1)n1cccc1 (stereo not given)	u	1%	-3%	-2%[57.1 µM]	-5%	10%	-3%	-6	-6%
Cn1ncc2c1ncn1nc(COc3ccc4ccccc4c3)nc21	1%	-1%	-14%	3%	-3%	1%	0%	-4	2%
Cn1c(-c2ccc(N)cc2)nc2ccccc21	-1%&14%	112%&123%[activator]	-15%	-1%&21%	-5%&-6%	3%	-4%&1%	-9&-6	3%

A stretch of the results above:
SMILES	RGS4 inhibitor	TrxR1 substrate	USP1 inh	rTrxR1 inhibitor	GRP78 ERSR act	mIDH1 inhibitor	Vif-A3G inh	LDHA block	Vif-APOBEC3F blk
CN(C(=O)c1ccc(COc2ccccc2Br)o1)c1ccccc1	21%[11.4 µM]	-2%	-15%	4%	3%	-6%	-6%	0	-4%
CCOc1cc(-c2nnc(NC(=O)C3=COCCO3)o2)cc(OCC)c1OCC	-13%	-3%	-20%	5%	1%	9%	1%	7	-12%
CCC(C)NC(=O)CSc1nc2c(sc3ccccc32)c(=O)n1CCc1ccccc1 (stereo not given)	-28%	2%[57.1 µM]	-21%	16%[57.1 µM]	0%	10%	3%	-1	-4%
Cc1ccc(OC(=O)CCC(=O)Oc2ccc(C)cc2C)c(C)c1	-5%	-4%	-2%	16%	-4%	7%	3%	-4	5%
CC(C)(C)NCC(=O)N/N=C/c1ccc(OCc2ccccc2)cc1	-6%	9%[57.1 µM]	-18%	36%[57.1 µM]	-1%	-1%	1%	-2	4%
O=C(c1cn(-c2ccccc2)nc1-c1ccccc1)N1CCN(c2ccccn2)CC1	-4%[56.9 µM]	-2%	-9%	4%	8%	5%	-25%	-3	0%
CCCN1CCC(=O)N(CCOc2ccccc2)CC1	-19%	1%&2%	-27%	-2%&16%	1%&-1%	-8%	1%&1%	-6	-1%
C[C@H]1CCC(=O)N(CCSc2ccc(Br)cc2)CC1	-4%	2%&-2%	-16%	14%&24%	-2%&3%	6%	0%&-1%	2	5%
Cc1nc(N2CCOCC2)nc(OCCN2CCOCC2)c1[N+](=O)[O-]	-14%	-6%	-15%	0%	-2%	-13%	-18%	-6	-10%
COc1ccc(S(=O)(=O)N2CCOC2CNC(=O)C(=O)NCCN(C)C)cc1 (stereo not given)	5%	6%	-18%	16%	-2%	0%	-6%	1	2%
O=C(O)CC(c1cccc(Cl)c1)n1cccc1 (stereo not given)	u	1%	-3%	-2%[57.1 µM]	-5%	10%	-3%	-6	-6%

Carrying on.
SMILES	RGS4 inhibitor	TrxR1 substrate	USP1 inh	rTrxR1 inhibitor	GRP78 ERSR act	mIDH1 inhibitor	Vif-A3G inh	LDHA block	Vif-APOBEC3F blk
CSc1ccccc1C(=O)NCCSc1ccccc1	12%	5%	-7%	20%	6%	1%	0%	-11	-25%
CSc1ccc(/C=N\NC(=O)CNc2ccc(C)cc2)cc1	-1%	10%	u	17%	2%	6%	-4%	-11	-5%
NC(=O)c1sc2nc(N3CCOCC3)c3c(c2c1N)CCCC3	u	83%[activator]	-5%	-20%	-5%	0%	-8%	-1	1%
Cc1ccc(NC(=O)c2ccccc2CCc2ccccc2)c(C)c1	-5%	8%	-12%	18%	-3%	-2%	0%	-9	-1%
O=C(CSc1ccc(F)cc1)N1CCN(S(=O)(=O)c2ccccc2)CC1	-5%	-1%	-14%	10%	-5%	-3%	-1%	-6	-1%
C/C(=N\NC(=O)c1ccc(Cn2cc([N+](=O)[O-])cn2)o1)c1cccc(NC(=O)c2cccnc2)c1	-2%	-11%	-18%	-8%	-1%	4%	0%	2	2%
CCc1nc2cccnc2n1-c1ccc(CC(=O)NCCOC)cc1	8%	5%	-8%	18%	-1%	-3%	2%	-10	1%
O=C(Nc1ccc(S(=O)(=O)NCc2cccnc2)cc1)c1ccccc1Cl	-12%	1%	-13%	1%	-2%	1%	1%	-4	5%
O=C(CSc1nnc(COc2ccc(Cl)cc2)o1)Nc1nccs1	x	x	-18%	x	0%	-7%	0%	-3	2%
Cc1ccc2nc(COc3ccccc3NC(=O)c3ccccc3F)cc(=O)n2c1	15%	4%[57.1 µM]	-7%	4%[57.1 µM]	1%	10%	-2%	-3	-7%
O=[N+]([O-])c1cccc(S(=O)(=O)NCC2CC3CCC2C3)c1 (stereo not given)	0%	7%[57.1 µM]	-21%	3%[57.1 µM]	-2%	6%	1%	0	-1%
C=C1CCN(C(Cc2ccccc2)C(=O)NCc2ccccc2)S(=O)(=O)c2ccccc21 (stereo not given)	-27%	-2%	x	22%	-2%	x	-2%	x	x
COc1ccc(C(C)=O)cc1CSc1nncn1-c1ccccc1	-44%	4%	-6%	-11%	-2%	-1%	0%	-2	9%
Cc1cccc(-c2nsc(SCC(=O)Nc3cc(C)on3)n2)c1	-11%	-2%	-4%	-5%	-3%	0%	-8%	-3	-2%
O=S(=O)(NCC1CCC(NS(=O)(=O)c2c(F)cccc2F)CC1)c1ccc2c(c1)OCCO2 (stereo not given)	0%	7%[57.1 µM]	x	9%[57.1 µM]	1%	x	-2%	-2	-7%
CSCCCN1CC[C@@H](N2CCN(c3ccccc3F)CC2)[C@H](O)C1	-1%	0%	-24%	9%	-4%	0%	0%	-1	7%
Cc1cc(C)[n+](-c2ccc(Oc3ccccc3)c(S(=O)(=O)[O-])c2)[nH]1	u	-7%[57.1 µM]	-15%	6%[57.1 µM]	-3%	1%	1%	-2	7%
COc1ccc(-n2nc(C(=O)NCC(=O)N3CCN(c4ccccc4F)CC3)c3ccccc3c2=O)cc1OC	-7%	19%[57.1 µM]	-17%	42%[activator][57.1 µM]	8%	9%	-1%	-2	u
N#CCCn1c(SCC(=O)NCCc2ccc(F)cc2)nc2ccccc21	-20%	9%[57.1 µM]	-16%	-4%	-2%	13%	-8%	-7	0%
Fc1ccc(-c2[nH]ncc2CN(CC2CCC2)CC2CCCO2)c(F)c1 (stereo not given)	4%	9%	-15%	21%	-5%	-4%	-4%	-1	13%
COC(=O)c1c(-c2ccc(C(C)(C)C)cc2)csc1NC(=O)C1C2CCC(O2)C1C(=O)O (stereo not given)	-63%	-1%	-26%	-11%	-2%	1%	-1%	-6	-3%
C=CC(=O)NC(NC(=O)C=C)c1ccccc1F	8%	-5%	-5%	-3%	-1%	4%	-1%	-6	9%

An excerpt; count on the stated rates, not on these rows.
